Bioassay records: PubChem, National Center for Advancing Translational Sciences (NCATS)
Nrf2 inh: Nrf2 qHTS screen for inhibitors; A549 ARE-Fluc reporter, luciferase luminescence, 18-24 h; Potency, µM (doses to about 46 µM), without a hit: at the top dose activity change, negative = inhibition, usual class: inhibitors; actives 2.1% (n = 360,000); AID 504444, 2011; also: potency is read from the fitted curve at half-maximal effect; % is scaled to controls: 0 for no effect and ±100 for the full control effect; nearly all actives have a fitted effect of over 60% in size
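Concentration-response testing used A549 ARE_Fluc cells at 5000 cells/well. Following an 18-24 h compound incubation, viability was read by fluorescence (Ex 405/Em 525) and luciferase output by luminescence.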
Nrf2 activator: qHTS of Nrf2 Activators; AREc32 ARE-luciferase reporter (MCF7-derived line), luminescence, 24 h; Potency, µM (doses to about 46.1 µM), for the others: top-dose activation, most hits filed as activators; actives 0.31% (n = 410,000); AID 624171, 2012; also: potency is read from the fitted curve at half-maximal effect; % of control where 0% means no effect; nearly all actives have a fitted effect of over 65% in size
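Nrf2 activation is followed as ARE-luciferase induction in the AREc32 line after one day of compound treatment; luminescence is read with Steady-Glo.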
EPAC2 ag: qHTS for Agonist of cAMP-regulated guanine nucleotide exchange factor 4 (EPAC2): primary screen | Rap guanine nucleotide exchange factor 4 (Homo sapiens), Q8WZA2 | EPAC2 activation, biochemical qHTS; response scale: 100% = 6.5 mM cAMP response | Potency, µM (series often up to 154 µM), for the others: top-dose activation, actives largely listed as activators | actives 0.079% (n = 360,000); also: potency is read from the fitted curve at half-maximal effect; nearly all actives have a fitted effect of over 50% in size
Target sequence (Q8WZA2 whole entry, looked up): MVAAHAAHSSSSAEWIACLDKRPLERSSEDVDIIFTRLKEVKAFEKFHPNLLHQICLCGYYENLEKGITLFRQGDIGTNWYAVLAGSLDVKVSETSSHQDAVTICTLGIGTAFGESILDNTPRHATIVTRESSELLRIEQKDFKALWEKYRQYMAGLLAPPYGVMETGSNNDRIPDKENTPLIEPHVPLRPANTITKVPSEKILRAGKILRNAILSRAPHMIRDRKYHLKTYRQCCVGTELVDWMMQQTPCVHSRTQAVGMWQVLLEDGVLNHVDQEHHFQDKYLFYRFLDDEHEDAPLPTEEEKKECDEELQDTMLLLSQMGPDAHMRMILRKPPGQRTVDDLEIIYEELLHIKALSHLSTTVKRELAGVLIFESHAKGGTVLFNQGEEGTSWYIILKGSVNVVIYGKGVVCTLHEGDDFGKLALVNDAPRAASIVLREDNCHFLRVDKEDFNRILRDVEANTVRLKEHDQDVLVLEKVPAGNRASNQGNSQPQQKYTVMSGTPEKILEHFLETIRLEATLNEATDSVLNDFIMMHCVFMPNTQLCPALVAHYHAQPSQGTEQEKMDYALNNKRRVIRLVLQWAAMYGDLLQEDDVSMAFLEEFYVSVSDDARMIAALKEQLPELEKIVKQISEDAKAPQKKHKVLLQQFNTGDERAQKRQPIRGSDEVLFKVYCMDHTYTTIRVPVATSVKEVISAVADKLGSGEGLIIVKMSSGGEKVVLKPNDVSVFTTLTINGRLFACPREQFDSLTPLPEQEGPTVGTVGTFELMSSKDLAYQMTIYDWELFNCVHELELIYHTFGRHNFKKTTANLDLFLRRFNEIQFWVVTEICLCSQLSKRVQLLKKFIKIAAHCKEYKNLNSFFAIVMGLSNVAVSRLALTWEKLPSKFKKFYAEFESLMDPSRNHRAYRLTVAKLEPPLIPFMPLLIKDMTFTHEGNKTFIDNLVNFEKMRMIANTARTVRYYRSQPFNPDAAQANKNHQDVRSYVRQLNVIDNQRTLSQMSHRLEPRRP
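Nucleotide exchange monitored as fluorescence drop when BODIPY-GDP leaves Rap1B. Reaction: 100 nM EPAC2, 250 nM RAP1B-BODIPY-GDP, 50 uM GDP, room temperature, kinetic read over 30 min. Activity expressed relative to 6.5 mM cAMP.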
MmCpn inh: Inhibitors of TCP-1 ring complex (TRiC) of Methanococcus maripaludis (MmCpn): qHTS | Chaperonin Mm-Cpn (Methanococcus maripaludis) | purified Mm-Cpn ATPase, ADP Transcreener TR-FRET | Potency, µM (highest dose often 76.9 µM), inactives show top-dose activity, negative = inhibition, hits mostly inhibitors | actives 0.031% (n = 330,000); also: potency is read from the fitted curve at half-maximal effect; % is scaled to controls: 0 for no effect and ±100 for the full control effect; nearly all actives have a fitted effect of over 80% in size
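Reaction buffer contained 30 mM Tris pH 7.4, 100 mM KCl, 5 mM MgCl2 and 1 mM DTT. Mm-CPN (25 nM final) hydrolysed 10 uM ATP over 30 min at 37°C; ADP was read by HTRF.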
TGFb inhibitor: qHTS for Inhibitors of TGF-b. actives 1.2% (n = 410,000). HepG2 CAGA-GFP TGF-b/SMAD3 reporter, GFP fluorescence, 18 h; TGF-beta stimulated, 500 pg/mL final. Potency, µM (series often up to 46.1 µM), without a hit: top-dose activity, negative = inhibition, usual class: inhibitors; also: potency is read from the fitted curve at half-maximal effect; % is scaled to controls: 0 for no effect and ±100 for the full control effect; nearly all actives have a fitted effect of over 65% in size
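Per well, imaged GFP fluorescence of HEPG2 CAGA-GFP cells gives the signal; cells get compound, then TGF-beta (500 pg/mL final), 18 h at 37 degrees C; %Activity versus -TGF-beta and +DMSO controls.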
CCT modulator: High-Throughput Screening for Modulators of Cytosolic Chaperonin Activity | purified chaperonin ATPase assay, HTRF ADP detection, 30 min | activity change, % (concentration not given with the values), hits read low | actives 0.3% (n = 360,000) | AID 651819, 2012; in the data active = activity change below about -30%; also: % is scaled to controls: 0 for no effect and ±100 for the full control effect
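ATPase activity: ADP formed was measured by HTRF Transcreener (665/615 nm ratio) after 30 min at 37 deg C with 10 uM ATP. Compounds screened at one 76 uM concentration against 40 or 20 nM TRiC in Tris pH 7.4/KCl/MgCl2/DTT buffer.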
A549 tox: Nrf2 qHTS screen for inhibitors: counterscreen for cytotoxicity; A549 ARE-Fluc cells, CellTiter-Fluor viability, 18-24 h; Potency, µM (highest dose often 46 µM), for inactives: at the highest dose activity change, negative = cytotoxicity, actives largely listed as inhibitors; actives 0.16% (n = 390,000); also: potency is read from the fitted curve at half-maximal effect; % is scaled to controls: 0 for no effect and ±100 for the full control effect
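Cytotoxicity counterscreen: CellTiter-Fluor fluorescence was measured in A549 ARE_Fluc cells after 18-24 h of compound exposure in a concentration series. The subsequent BugLite luminescent read reports ARE-luciferase activity.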
EPAC2 antagonist: qHTS for Antagonist of cAMP-regulated guanine nucleotide exchange factor 2 (EPAC2): primary screen; actives 0.18% (n = 360,000); EPAC2 GEF exchange of Rap1B-BODIPY-GDP, fluorescence; Potency, µM (titrated, usually from 114 µM), for inactives: top-dose activity, negative = inhibition, actives largely listed as inhibitors; also: potency is read from the fitted curve at half-maximal effect; % is scaled to controls: 0 for no effect and ±100 for the full control effect; nearly all actives have a fitted effect of over 45% in size; many of its hits are not listed in these tables
Akt phos inh: HTS Assay for Inhibitors of Akt Phophorylation: Primary Screen; Neuro2A IGF-stimulated pAkt S473 HTRF, 20 min; hits give low values; activity change, % for hits at 50 µM; actives 0.32% (n = 360,000); in the data active = activity change below about -80%; inconclusive = mostly about -51% to -80%; also: % is scaled to controls: 0 for no effect and ±100 for the full control effect
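Neuro2A cells in DMEM with 0.5% FBS, overnight at 37 deg C, given compound at single 50 µM final, then IGF (6 nM final) for 20 min at 37 deg C. Lysed; phospho-Akt Ser473 by HTRF after 24 h, 665/615 ratio.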
* hit, by the source's call; i = inactive; ? = inconclusive; nt = not tested or not shown; & = joins results of further samples; [ ] = another dose, or the depositor's remark. Unless noted, calls follow the shape of the dose curve; as a rule, active = well fitted curve in the direction sought with a large enough effect; inconclusive = small, poorly fitted or top-dose-only effect, or another doubt; inactive = no such curve, though single readings can be large; an effect the other way counts as inactive or inconclusive. Only part of the results is shown; rates above refer to the full screens.

SMILES	Nrf2 inh	Nrf2 activator	EPAC2 ag	MmCpn inh	TGFb inhibitor	CCT modulator	A549 tox	EPAC2 antagonist	Akt phos inh
CC(=O)OCC(=O)C12OC(C)(C)OC1CC1C3CC=C4CC(O)CCC4(C)C3CCC12C (stereo not given)	2%	-0.2%	-8%	nt	-9%	-0.2	-4%	-5%	i
O=C(CCN1CCOCC1)N/N=C/c1cc(Br)cc(Br)c1O	-1%	0.4%	9%	-1%	-38%	-1.9	-8%	-3%	i
O=C(Nc1nccs1)C1CC(=O)N(CCc2ccccc2)C1 (stereo not given)	-10%	-0.9%	4%	-3%	0%	0.6	-7%	11%	i
CN(C)CCNC(C(=O)Nc1cccc(S(=O)(=O)N2CCOCC2)c1)c1ccccc1 (stereo not given)	0%	-0.5%	0%	1%	14%	-0.6	8%	4%	i
CCOC(=O)c1c(S(=O)(=O)N2CCCC(C(=O)Nc3ccc(C)cn3)C2)c(C)n(C)c1C (stereo not given)	-7%	0.2%&-1.3%	1%	1%	8%&0%	-1.2	-1%&-3%	0%	i
Cc1ccc(NS(=O)(=O)c2ccc3c(c2)CC(=O)N3)c(C)c1	?	5.3%	6%	-1%	11%	-0.2	-3%	4%	i
COc1cc(C(=O)NCc2cccc(Cl)c2)ccc1OCC(=O)N1CCOCC1	9%	-0.6%	-7%	1%	?	-3.5	-5%	-12%	i
CCN(CC)CCNC(=O)Cn1nc(Cc2ccncc2)c2ccccc2c1=O	6%	-0.3%	3%	-2%	-6%	-0.2	-6%	-3%	i
Cc1cccc(C)c1NC(=O)CNC(=O)CNC(=O)c1ccc2c(c1)OCO2	-1%	0.2%	9%	1%	-2%	3.8	0%	22%	i
Cc1cc(N/N=C/c2cccc([N+](=O)[O-])c2)nc(-n2nc(C)cc2C)n1	-24%	-0.1%	5%	0%	1%	-1.6	-10%	-12%	i
Cc1c(OCC(=O)NCc2ccccn2)ccc2c(-c3ccccc3)cc(=O)oc12	8%	0.2%	0%	0%	14%	-1.9	-1%	2%	i
Cc1cccc(C(C)C)c1NC(=O)Cc1ccc(S(=O)(=O)N2CCOCC2)s1	14%	1.4%	-9%	-1%	16%	3.0	6%	?	i
COc1ccc(S(=O)(=O)N(C)C)cc1NC(=O)COC(=O)c1nc2nccc(C)n2n1	0%	-0.1%	3%	-13%	-2%	-4.2	-4%	-13%	i
COc1ccc(CC(=O)N2CCN(C(=O)Cc3ccc(OC)c(OC)c3)CC2)cc1OC	nt	-0.4%	4%	nt	-12%	-0.4	nt	14%	i
COc1ccc(CCN2CC(C(=O)Nc3ccc4c(c3)OCO4)CC2=O)cc1OC (stereo not given)	8%	2.2%	-3%	0%	?	-1.5	-10%	10%	i
CC1(C)Cc2cccc(OCC(=O)NCCOc3ccccc3)c2O1	0%	2.2%	10%	-2%	?	0.7	5%	-8%	i
O=C(Cn1nc(C(F)F)cc1C(F)F)NNC(=S)Nc1ccc(F)cc1	-3%	-0.3%	5%	0%	-7%	-2.5	-8%	6%	i
COc1ccc(-c2csc(C(O)c3ccccc3)n2)cc1 (stereo not given)	nt	5.5%	7%	nt	-4%	-0.2	nt	-11%	i
Cc1cc(C)nc(N2CCN(S(=O)(=O)c3ccc(F)cc3)CC2)n1	-4%	0.6%	2%	-4%	-5%	-1.0	-2%	7%	i
COc1ccc(-c2csc(C(O)c3ccccc3)n2)cn1 (stereo not given)	nt	5.0%	11%	nt	-7%	-0.7	nt	14%	i

Compound profiles, as listed above:
COc1ccc(S(=O)(=O)N(C)C)cc1NC(=O)COC(=O)c1nc2nccc(C)n2n1 in the list: Nrf2 inh: 0%; Nrf2 activator: -0.1%; EPAC2 ag: 3%; MmCpn inh: -13%; TGFb inhibitor: -2%; CCT modulator: -4.2; A549 tox: -4%; EPAC2 antagonist: -13%; Akt phos inh: i
O=C(Cn1nc(C(F)F)cc1C(F)F)NNC(=S)Nc1ccc(F)cc1 in the list: Nrf2 inh: -3%; Nrf2 activator: -0.3%; EPAC2 ag: 5%; MmCpn inh: 0%; TGFb inhibitor: -7%; CCT modulator: -2.5; A549 tox: -8%; EPAC2 antagonist: 6%; Akt phos inh: i

Going on with the list.
SMILES	Nrf2 inh	Nrf2 activator	EPAC2 ag	MmCpn inh	TGFb inhibitor	CCT modulator	A549 tox	EPAC2 antagonist	Akt phos inh
O=C(OCC(=O)c1ccc[nH]1)c1ccc(Br)cc1	8%	2.3%	4%	0%	-5%	1.0	4%	0%	i
COc1cc(/C=C/C(=O)N(C)CC(=O)Nc2ccccc2SC)cc(OC)c1OC	-3%	5.7%	14%	-2%	-23%	0.8	-3%	16%	i
CCOC(=O)C1CCCN(C(=O)Cn2ncc3c4ccccc4n(C)c3c2=O)C1 (stereo not given)	19%	2.8%	nt	nt	-23%	nt	10%	nt	nt
CCOC(=O)c1c(S(=O)(=O)Nc2ccc(F)cc2Cl)c(C)n(C)c1C	-6%	-1.3%	5%	-2%	-4%	-1.7	8%	?	i
CCN(C(=O)CCc1nc(-c2ccc(C)cc2)no1)c1cccc(Cl)c1	?	8.9%	nt	nt	13µM*	nt	-1%	nt	nt
Cc1cc(Nc2cccc(Br)c2)c2ccccc2n1	?	2.2%	9%	nt	?	0.9	-28%	6%	i
CC1CCCC(C)N1C(=O)COc1ccccc1F (stereo not given)	4%	0.1%	4%	0%	6%	-3.1	-1%	5%	i
COc1ccc(OC)c(C(=O)c2coc3ccc(O)c(CN(C)C)c23)c1	4%	0.3%	0%	-28%	6%	0.0	-5%	17%	i
Cc1ccc2nc3c(c(C(=O)OC4CCOC4=O)c2c1)CCCC3 (stereo not given)	-4%	-0.5%	1%	-1%	-3%	1.4	4%	2%	i
CCc1ccccc1NC(=O)C1CCN(S(=O)(=O)c2ccc(N3CCCC3=O)cc2)CC1	nt	0.4%	-1%	nt	3%	0.0	nt	-2%	i
Cc1nc(-c2ccc(C(=O)Nc3cccc(Br)c3)cc2)cs1	12µM*	-0.3%	5%	-15%	-2%	3.8	?	1%[57.1 µM]	i
CCOC(=O)c1c(NC(C)=O)sc(C(=O)NC2CCCC2)c1C	-8%	-0.2%	-1%	-7%	4%	1.2	0%	-4%	i
N#Cc1cn(CCCOc2ccccc2)c2ccccc12	?	1.7%	15%	2%	0%	-2.9	8%	4%	i
COc1ccc([C@@H]2[C@@H]3C(=O)N(C(C)(C)C)C(=O)[C@@H]3[C@]3(Cc4ccc(Cl)cc4)C(=O)N(c4cccc(F)c4)C(=O)N23)cc1	4%	-0.1%	-3%	2%	-1%	-0.7	-3%	3%	i
O=C(c1cccc(F)c1)N1CCCC(C(=O)N2CCCCCC2)C1 (stereo not given)	-24%	-0.8%	0%	4%	-9%	-1.5	0%	5%	i
O=C(NCc1ccccc1Cl)c1ccc(CS(=O)Cc2ccc(Cl)cc2)o1 (stereo not given)	0%	-0.2%	7%	3%	6%	1.7	-2%	-12%	i
CCN1CCN(c2ncc(C(=O)Nc3ccccc3C(=O)OC)c3ccccc23)CC1	4%	0.0%	1%	-1%	1%	-1.5	18µM*	-6%	i
CCN1CCN(C(=O)Cn2nc(C)c3sc4ccccc4c3c2=O)CC1	0%	-0.1%	3%	-7%	10%	-0.4	11%	2%	i
CC1CCCC(C)N1C(=O)Cn1nnc(-c2ccccc2)n1 (stereo not given)	4%	-0.6%	6%	2%	6%	-1.2	1%	-3%	i
N#CC1(c2ccccc2)CCC(=O)N1c1ccccc1 (stereo not given)	18%	-0.6%	4%	1%	-10%	2.3	0%	-9%	i
Cc1[nH]c2ccccc2c1-c1ccc(Cl)nn1	3%	3.9%	-6%	0%	-31%	-2.1	2%	-12%	i
COc1ccc(/C=N/OCC(=O)N=Nc2c(O)[nH]c3ccc(Br)cc23)cc1OC	?	4.1%	4%	-3%	-13%	-0.2	-3%	15%	i
Cc1ccc(S(=O)(=O)N2CCN(C(=O)COC(=O)CCOc3cc(C)ccc3C)CC2)cc1	2%	1.6%	3%	1%	5%	1.7	7%	-29%	i
CC(OC(=O)c1nn(C)c(=O)c2ccccc12)C(=O)NCc1ccc2c(c1)OCO2 (stereo not given)	?	-0.4%	3%	-1%	-9%	-0.2	3%	6%	i
Cn1nnnc1NCc1ccccc1F	-3%	-0.6%	2%	1%	2%	-2.0	-5%	5%	i

As a working copy, some entries already given:
SMILES	Nrf2 inh	Nrf2 activator	EPAC2 ag	MmCpn inh	TGFb inhibitor	CCT modulator	A549 tox	EPAC2 antagonist	Akt phos inh
CC(=O)OCC(=O)C12OC(C)(C)OC1CC1C3CC=C4CC(O)CCC4(C)C3CCC12C (stereo not given)	2%	-0.2%	-8%	nt	-9%	-0.2	-4%	-5%	i
O=C(CCN1CCOCC1)N/N=C/c1cc(Br)cc(Br)c1O	-1%	0.4%	9%	-1%	-38%	-1.9	-8%	-3%	i
O=C(Nc1nccs1)C1CC(=O)N(CCc2ccccc2)C1 (stereo not given)	-10%	-0.9%	4%	-3%	0%	0.6	-7%	11%	i
CN(C)CCNC(C(=O)Nc1cccc(S(=O)(=O)N2CCOCC2)c1)c1ccccc1 (stereo not given)	0%	-0.5%	0%	1%	14%	-0.6	8%	4%	i
